Source: PubChem BioAssay
Yp Topo-I inh: Y. pestis Topo-I inhibition via cleavage products. 360,000 compounds, 0.064% hits. Y. pestis Topo-I cleavage product accumulation, plate reader. activity, % at 10 µM; in the data active means activity above about 50%, passing the limit was not always enough; inconclusive means no clear call, values can overlap the other calls; further: inactives centre near 2
BioA inh: blocks M. tuberculosis BioA enzyme activity; purified M. tuberculosis BioA enzyme, plate reader; inhibition, % at 9.99 µM; 360,000 compounds, 0.096% hits; AID 602481; in the data active means inhibition above about 40%; inconclusive means no clear call, values can overlap the other calls
Mtb UGM inh: inhibitors of M. tuberculosis UDP-galactopyranose mutase; P9WIQ1; purified UGM, fluorescence polarization probe displacement; inhibition, % at 10 µM; 320,000 compounds, 0.06% hits; in the data active means inhibition above about 10%, passing the limit was not always enough; inconclusive means no clear call, values can overlap the other calls
Target sequence (P9WIQ1 whole entry, looked up): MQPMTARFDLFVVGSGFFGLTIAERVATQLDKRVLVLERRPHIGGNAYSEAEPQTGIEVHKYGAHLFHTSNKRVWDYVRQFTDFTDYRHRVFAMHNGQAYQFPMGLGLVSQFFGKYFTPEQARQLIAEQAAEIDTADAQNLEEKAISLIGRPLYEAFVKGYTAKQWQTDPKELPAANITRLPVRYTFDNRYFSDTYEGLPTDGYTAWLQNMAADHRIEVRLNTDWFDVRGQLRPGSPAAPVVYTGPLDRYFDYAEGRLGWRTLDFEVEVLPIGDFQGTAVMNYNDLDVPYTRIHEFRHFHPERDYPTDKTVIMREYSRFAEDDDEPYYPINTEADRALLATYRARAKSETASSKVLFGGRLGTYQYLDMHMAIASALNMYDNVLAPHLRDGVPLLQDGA
GDH-TPI counter: inhibits GDH-TPI coupling enzymes, artifact for Mtb FBA screen; GDH-TPI coupled enzyme counterscreen, NADH absorbance; inhibition, % at 4.8 µM; 360,000 compounds, 1.2% hits; in the data active means inhibition above about 30%;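 further: 0% = DMSO wells and 100% = wells lacking the enzyme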
Vc quorum ag: induces V. cholerae light production without autoinducers. V. cholerae BH1578 lux reporter, luminescence, 6 h. activation, % at 18.7 µM. 350,000 compounds, 0.16% hits; in the data active means activation mostly above about 9.7%, no sharp cut-off; inconclusive means no clear call, values can overlap the other calls; inactive means mostly below about 3.7%; further: not every result past the cut was called active; inactives centre near 0; reference of the scale not given here
FadD28 binding: inhibitors of Mycobacterium tuberculosis FadD28 bisubstrate binding; FadD28 bisubstrate probe binding, fluorescence polarization; inhibition, % at 12.5 µM; 360,000 compounds, 0.22% hits; in the data active means inhibition above about 8.5%, passing the limit was not always enough; inconclusive means no clear call, values can overlap the other calls
PfHsp40 yeast: compounds rescuing yeast from Plasmodium falciparum HSP40 toxicity. S. cerevisiae expressing PfHsp40, growth rescue, ATP luminescence. growth rescue, % at 12.5 µM. 340,000 compounds, 0.68% hits. AID 504582; in the data active means growth rescue above about 28%, passing the limit was not always enough; inconclusive means no clear call, values can overlap the other calls;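 further: yeast W303a lacking pdr1 and pdr3 grown in galactose medium; growth measured after three days at 30 °C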
TcdB inh: inhibitors of Clostridioides difficile toxin B glycohydrolase. P18177. 350,000 compounds, 0.24% hits. TcdB glycohydrolase enzymatic assay, plate reader. inhibition, % at 9.99 µM; in the data active means inhibition above about 10%
Mtb FBA inh: inhibits M. tuberculosis FBA enzyme | P9WQA3 | purified M. tuberculosis FBA, fluorescence read-out | inhibition, % at 1 µM | 360,000 compounds, 2.3% hits | AID 588726; in the data active means inhibition above about 27%;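 further: 0% = vehicle and 100% = reference inhibitor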
Target sequence (P9WQA3 whole entry, looked up): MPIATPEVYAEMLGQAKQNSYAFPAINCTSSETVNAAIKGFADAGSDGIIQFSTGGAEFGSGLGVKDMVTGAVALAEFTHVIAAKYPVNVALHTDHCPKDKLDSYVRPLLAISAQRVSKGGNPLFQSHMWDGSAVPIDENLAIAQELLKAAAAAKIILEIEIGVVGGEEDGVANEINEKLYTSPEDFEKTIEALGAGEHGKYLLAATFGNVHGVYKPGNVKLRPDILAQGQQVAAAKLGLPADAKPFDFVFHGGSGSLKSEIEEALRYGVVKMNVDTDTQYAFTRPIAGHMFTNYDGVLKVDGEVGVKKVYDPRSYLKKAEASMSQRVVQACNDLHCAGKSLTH
Numbers without * were called inactive; i = inactive; ? = inconclusive; nt = not tested or not shown.

structure	Yp Topo-I inh	BioA inh	Mtb UGM inh	GDH-TPI counter	Vc quorum ag	FadD28 binding	PfHsp40 yeast	TcdB inh	Mtb FBA inh
CCOc1ccccc1N(C)C(=O)CCS(=O)(=O)c1ccc2c(c1)NC(=O)CO2	2	0.4	-2.4	5	0.0	0.8	1.4	-0.3	0
O=C(Nc1cc(Cl)ccc1O)C1CCCO1 (stereo unspecified)	-7	-2.0	1.3	-7	-2.2	-1.7	-0.5	nt	3
OCC1OC(Oc2cccc3ccccc23)C(O)C(O)C1O (stereo unspecified)	4	nt	0.1	-4	-0.8	-2.3	-0.1	0.2	2
COc1ccc(-c2nn(-c3ccccc3)cc2/C=C/C(=O)OCC(=O)Nc2ccc(C#N)cc2)cc1	18	-0.4	-0.2	11	-0.6	-1.8	-0.2	nt	2
COC(=O)C1CCN(C(=O)CN2C(=O)NC(CCc3ccccc3)C2=O)CC1 (stereo unspecified)	2	-0.7	2.7	9	i	-2.4	-0.5	nt	4
Cc1oc(-c2ccccc2)nc1C(=O)Nc1nccs1	-2	0.3	-0.7	4	-0.3	-4.5	0.0	nt	-1
COc1ccc(NC(=S)NC2CCN(Cc3ccccc3)CC2)cc1OC	4	1.6	0.8	1	4.2	-0.3	1.0	0.2	3
COc1cccc(OC)c1-c1nn2c(-c3ccco3)nnc2s1	13	nt	-4.2	-8	5.3	-5.1	0.1	nt	0
CC1CCCN(C(=O)CN2C(=O)CSc3ccc(S(=O)(=O)N4CCOCC4)cc32)C1 (stereo unspecified)	7	-0.5	-0.5	-5	i	-0.1	0.1	-0.5	-2
Cc1nn(-c2ccccc2)c2nc(=O)n(-c3ccccc3)cc12	6	5.8	1.4	13	-1.4	-0.4	0.0	nt	-1
C=C1C(=O)O[C@H]2[C@H]1[C@H](OC(=O)CC(=O)O[C@@H]1C[C@@H](C)[C@@H]3C=CC(=O)[C@@]3(C)[C@H]3OC(=O)C(=C)[C@H]13)C[C@@H](C)[C@H]1C=CC(=O)[C@]12C	13	-3.5	2.2	9	4.8	-0.4	0.3	-0.4	0
CCc1nc(SCc2cc(=O)[nH]c3ccccc23)c2c(C)c(C)sc2n1	3	-1.3	nt	1	-0.4	-0.6	-0.3	0.1	5
CC(C)C(C(=O)NC1CCCC1)N(Cc1ccco1)C(=O)CNS(=O)(=O)c1ccccc1 (stereo unspecified)	4	-1.4	-4.2	-2	-0.2	-0.1	0.6	1.2	-2
CCn1ccc2cc(OC)ccc2c1=S	0	nt	2.5	1	0.4	-2.7	0.5	nt	8
O=C(CSc1nnc(CNC(=O)c2cccs2)o1)NCCc1ccccc1	-2	-0.9	0.4	-4	i	-2.6	1.2	nt	5
Cc1noc(C)c1COc1ccccc1C(=O)NCCc1ccccc1	9	1.1	nt	-6	0.9	0.1	-0.6	-1.0	5
COCCCN1Cc2cccc(C(=O)O)c2C1=O	5	-0.5	-1.5	-4	-0.6	0.1	-0.5	0.6	0
O=S1(=O)CC/C(=N\Nc2ccc(F)cc2)c2ccsc21	4	nt	-0.5	14	0.1	0.6	-2.4	1.4	0
COC(=O)c1cn(C(=O)c2cc(C)cc(C)c2)c2ccccc12	4	-0.2	-0.1	2	-0.2	0.7	-1.4	1.7	0
CC(C)N(Cc1ccccc1)C(=O)CCS(=O)(=O)c1ccc2c(c1)oc(=O)n2C	5	11	-0.9	-13	i	-3.0	-0.8	1.6	2
COc1ccccc1NC(=O)CC1C(=O)NCCN1C(=O)Nc1ccccc1 (stereo unspecified)	-5	-2.7	-1.6	5	i	-0.4	0.2	nt	0
CN1CCN(NC(=O)c2ccc(Cl)cc2Cl)CC1	6	nt	2.8	10	-0.3	-1.1	-0.9	-0.9	1
Cn1nc(C(=O)OCCN2C(=O)c3ccccc3C2=O)c2ccccc2c1=O	6	-2.5	-0.4	7	i	-3.0	0.3	nt	-10
CC(C)(C)C1CCC(OC(=O)CN2CCCCC2)CC1 (stereo unspecified)	0	nt	-0.4	0	-0.4	-2.1	-0.5	0.1	2
O=C(Cc1cccs1)Nc1nnc(-c2ccccc2)s1	4	nt	2.4	1	-0.7	-1.4	-0.1	4.0	0
CN(CC(=O)Nc1ccc(F)c(F)c1F)C(=O)C1=NN(c2ccccc2)C(=O)CC1	0	nt	0.3	4	-2.7	-0.9	-0.7	-2.4	-1
NS(=O)(=O)c1ccc(CCNc2ccnc3cc(Cl)ccc23)cc1	3	4.9	2.3	5	i	-3.6	0.3	2.0	7
CCOc1cc(NC(=O)c2ccco2)c(OCC)cc1NC(=O)CCC(=O)NCc1cccnc1	6	-0.6	1.7	6	2.0	-0.4	0.4	nt	4
COC(=O)C1=C(C)NC2=C(C(=O)c3ccccc32)C1c1cccc(OC)c1 (stereo unspecified)	-15	-2.7	1.2	-5	i	-3.6	-0.6	-3.0	-5
COc1ccc(C2=NCC(CSc3nccc(=O)[nH]3)S2)cc1 (stereo unspecified)	8	-1.3	-0.6	-1	-0.3	-5.5	-0.1	nt	4
O=C(COc1ccc(F)cc1Cl)Nc1cccc(S(=O)(=O)N2CCCCCC2)c1	43	0.7	-0.2	6	1.4	-1.2	1.0	-4.2	3
Cc1sc2ncnc(N3CCC(C(=O)NCC(=O)Nc4ccc(F)c(F)c4)CC3)c2c1C	-4	1.2	-6.6	-7	-0.8	-6.2	3.4	1.5	0
CCOc1ccc(C2C(C#N)=C(N)N(N(C)C)C3=C2C(=O)CCC3)cc1 (stereo unspecified)	-8	-0.9	-1.4	-1	-0.6	4.8	-0.7	-0.1	0
COc1ccc(CC(=O)OC(C)C(=O)c2ccc(C)cc2)cc1 (stereo unspecified)	4	-0.1	-2.4	-1	3.1	-0.3	-0.7	-0.9	1
CCCCCc1ccc(CC(=O)N2CCOCC2)cc1	8	-0.3	-0.1	2	0.3	-2.0	-0.8	-0.4	-2
COc1cc(/C=C/C(=O)N2c3ccccc3Sc3ccc(C(F)(F)F)cc32)cc(OC)c1OC	15	nt	3.0	4	-0.3	1.0	0.0	nt	0
Cc1cccc(C(=O)N2CCCC(N3CCN(c4ccccc4)CC3)C2)n1 (stereo unspecified)	-12	-0.9	0.3	12	-0.6	-2.2	-0.2	1.6	-1
COc1ccc(/C=C2/SC(=S)N(CCC(=O)N3CCN(C)CC3)C2=O)cc1	13	-1.7	-3.4	13	-1.6	-1.5	-0.9	1.1	1
CSc1ncc(C(=O)Nc2cccc(S(N)(=O)=O)c2)n1-c1ccccc1	3	-0.8	1.3	-3	-5.6	-1.4	-0.8	0.4	39*
Cn1sc(NC(=O)c2ccccc2Cl)nc1=O	12	1.6	0.1	-8	i	-1.0	1.6	nt	6

Complete entries, looked up by structure. Order of screens: Yp Topo-I inh, BioA inh, Mtb UGM inh, GDH-TPI counter, Vc quorum ag, FadD28 binding, PfHsp40 yeast, TcdB inh, Mtb FBA inh
Cc1cccc(C(=O)N2CCCC(N3CCN(c4ccccc4)CC3)C2)n1 (stereo unspecified) reads -12, -0.9, 0.3, 12, -0.6, -2.2, -0.2, 1.6, -1
Cn1nc(C(=O)OCCN2C(=O)c3ccccc3C2=O)c2ccccc2c1=O reads 6, -2.5, -0.4, 7, i, -3.0, 0.3, nt, -10

(further entries)
structure	Yp Topo-I inh	BioA inh	Mtb UGM inh	GDH-TPI counter	Vc quorum ag	FadD28 binding	PfHsp40 yeast	TcdB inh	Mtb FBA inh
CCN1CCCC1CNC(=O)Cn1nc(C)n2nc(-c3ccccc3)cc2c1=O (stereo unspecified)	-8	-1.6	-1.1	4	-0.2	-4.2	-1.0	0.3	0
Cc1c(NC(=S)NC(=O)c2cccc(Cl)c2)c(=O)n(-c2ccccc2)n1C	11	-0.8	1.3	-7	i	-3.7	0.3	0.8	3
Cc1ccc(C(=O)c2cc3ccccc3o2)cc1	3	0.2	-1.1	2	-0.9	-1.4	1.0	nt	3
OC(CNCc1cccc(Br)c1)c1ccccc1 (stereo unspecified)	-4	-0.9	-0.1	-14	i	-3.0	0.4	0.6	0
CC(=O)N1Cc2cnnn2-c2ccccc2C1C#N (stereo unspecified)	-6	-1.7	nt	-5	-0.7	-3.7	0.1	1.8	-2
O=S(=O)(NCCOC12CC3CC(CC(C3)C1)C2)c1cccc2nsnc12	22	-12	1.9	17	0.0	-0.8	4.5	nt	-1
O=[N+]([O-])c1cc(-c2nnc(Nc3ccccc3)c3ccccc23)ccc1N1CCOCC1	11	nt	-1.4	26	i	-0.9	-1.0	0.1	2
CCCCCCCCN1[C@@H](CC(=O)OC)c2cc(F)ccc2S1(=O)=O	31	2.3	-0.3	-10	i	-3.9	-0.5	1.6	-2
Cc1cccn2c(CN3CCCC(c4ccccc4)C3)c(C(=O)N3CCOCC3)nc12 (stereo unspecified)	7	-0.4	-1.3	3	-0.5	-0.8	3.1	nt	-3
O=C(O)CS(=O)(=O)CC(=O)NCc1cccc(C(F)(F)F)c1	5	nt	3.2	10	-0.8	-0.3	1.1	1.4	-3
COc1ccc(CCC(=O)O)c(O)c1	-3	-0.4	0.7	14	-0.3	-1.9	-1.1	6.2	7
CCCCN(C(=O)CCCSc1nc2ccccc2[nH]1)c1c(N)n(Cc2ccccc2)c(=O)[nH]c1=O	16	2.3	-4.6	-6	-0.6	-2.4	-1.1	0.4	0
COc1ccc(N(C(=O)c2ccncc2)S(=O)(=O)c2ccc(Cl)cc2)cc1	6	2.4	nt	1	0.4	-1.4	141*	nt	2
N#Cc1ccccc1S(=O)(=O)N1CCC(C(=O)NCc2ccccc2CN2CCCC2)CC1	-3	-1.2	-1.5	9	i	-2.1	1.0	-11	-1
CCOCCCNC(=O)c1ccc(N2CC3CC(C2)c2cccc(=O)n2C3)c(NC(=O)Nc2cccc(OC)c2)c1 (stereo unspecified)	20	-1.5	0.4	4	i	-1.1	0.5	-2.7	4
O=C1CN(C(=O)c2ccco2)C(c2ccc(F)cc2)c2cc(Cl)ccc2N1 (stereo unspecified)	6	0.7	0.4	-4	-1.0	-2.7	1.6	nt	1
CCN(CC)C(=O)CSc1nc2sc3c(c2c(=O)n1-c1ccc(C)cc1)CC(C)(C)SC3	1	0.7	3.0	10	i	-2.9	-1.5	nt	4
Cc1ccc(N(C(=O)c2ccc(S(=O)(=O)N3CCOCC3)cc2)C2C=CS(=O)(=O)C2)cc1 (stereo unspecified)	2	0.9	0.1	1	-1.9	-1.6	-1.3	0.9	-1
Cc1cc(C(F)(F)F)n(-c2nc(C(=O)NN)cs2)n1	-11	nt	nt	1	1.4	-0.2	-1.0	-0.2	-1
Cc1c(C)n(C(=O)CSc2nccn2C)c2ccccc12	10	1.6	3.7	-3	i	-2.3	2.1	nt	3
COc1ccc(NC(=O)CNCc2cccs2)c(OC)c1	1	0.2	nt	-2	0.5	-2.9	nt	1.4	3
CC(C)(C)OC(=O)N/N=C/c1cn(-c2ccccc2)nc1-c1cccnc1	4	nt	-1.0	0	i	-2.0	2.5	0.5	0
CC(=O)c1cccc(NC(=O)C2CC(=O)N(CCc3ccccc3)C2)c1 (stereo unspecified)	6	nt	-0.8	2	-0.3	-3.4	?	1.1	0
COC(=O)[C@H]1C[C@H](OC(=O)Nc2c(C)noc2C)[C@@]2(O)CN(S(=O)(=O)c3ccc(C)cc3)CC2[C@H]1C(=O)OC (stereo partly specified)	-1	-0.2	nt	-6	-0.4	0.7	nt	3.9	2
COc1ccc(NC(=O)CCN2C(=O)c3ccccc3S2(=O)=O)cc1	2	0.1	2.0	-2	0.1	1.7	0.6	nt	1
CC(NC(=O)CSc1nc2ccccc2c(=O)[nH]1)c1ccccc1 (stereo unspecified)	20	-3.9	-1.8	0	6.2	-2.6	0.1	nt	0
O=c1c2sccc2nc(SCc2cc(=O)n3ccccc3n2)n1-c1ccc(Br)cc1	25	5.9	4.2	32*	-0.2	-11	-0.3	2.2	16
